M. tuberculosis – growth inhibition of non-replicating M. tuberculosis (AID 488890). inhibition, % at 25 µM; hits with a dose series show IC50 in µM. 320,000 tested, 0.39% active. Mycobacterium tuberculosis non-replicating, growth inhibition; higher % means a stronger effect; in the data active means a potency from the dose series; inconclusive means inhibition mostly from about 82% at the one dose, without a potency; inactive means the rest, 99 in 100 with inhibition below about 76%;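 further: plate controls were DMSO cells for no effect and high antibiotic wells for full effect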
H37Rv inhibition – M. tuberculosis growth inhibition, HTS (AID 449762); M. tuberculosis H37Rv growth inhibition, 7H9 media; higher % means a stronger effect; one-dose inhibition, % at 25 µM; IC50 in µM for titrated hits; 330,000 tested, 0.59% active; in the data active means a potency from the dose series; inconclusive means inhibition above about 70% without an active follow-up result;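 further: bacterial growth assessed after seven days of incubation; strong numbers were not always called active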
influenza NS1A – H1N1 influenza NS1A inhibitors, functional cell based assay (AID 504329); NS1A functional cell-based assay, percent inhibition; higher % means a stronger effect; inhibition, % at 12.5 µM, or IC50 in µM where a hit was titrated; 340,000 tested, 0.3% active; in the data active means a potency from the dose series; inconclusive means inhibition above about 27% without an active follow-up result; further: strong numbers were not always called active
PhoP GFP inhibition – Inhibition of PhoP regulon, Salmonella typhi GFP reporter cells, confirmation, 4 h (AID 1850) | Salmonella Typhi PhoP-promoter GFP reporter, fluorescence, 4 h; higher % means a stronger effect | inhibition, % at 50 µM; hits with a dose series show IC50 in µM | 310,000 tested, 0.33% active; in the data active means a potency from the dose series; inconclusive means inhibition mostly from about 25% at the one dose, without a potency; inactive means the rest, 99 in 100 with inhibition below about 19%;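 further: 0% = induced wells with vehicle and 100% = uninduced wells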
inhibitors of VEEV – inhibitors of VEEV TC-83 cytopathic effect, confirmation, Vero cells (AID 588727); Vero cells, VEEV TC-83 cytopathic effect inhibition; higher % means a stronger effect; inhibition, % at 20 µM; hits with a dose series show IC50 in µM; 350,000 tested, 0.13% active; in the data active means a potency from the dose series; inconclusive means inhibition mostly from about 14% at the one dose, without a potency; inactive means the rest, 99 in 100 with inhibition below about 12%; further: strong numbers were not always called active
inhibitors of VEEV 10K pilot screen – recorded beside inhibitors of VEEV, whose call it bears; inhibition, %; measured here: 10K pilot screen inhibition
* = called active by the depositor; i = inactive; u = inconclusive; x = not tested or not shown.

SMILES | M. tuberculosis | H37Rv inhibition | influenza NS1A | PhoP GFP inhibition | inhibitors of VEEV | others
Cc1ccc(C(=O)COC(=O)c2ccc3c(c2)C(=O)N(c2cccc4ncccc24)C3=O)cc1C | 23.1% | 10.3% | -5.2% | -13.8% | 6.8%
CCOC(=O)CNc1ncc(C(F)(F)F)cc1Cl | -6.3% | -1.4% | 10.6% | 4.5% | 2.4%
CCOC(=O)C1CCN(C(=O)Cn2cnc3sc(C)c(S(=O)(=O)N4CCC(C)CC4)c3c2=O)CC1 | -1.2% | -1.6% | -9.0% | -3.4% | 0.8%
CC(=O)c1cccc(NC(=O)CN2CCN(Cc3ccccc3)CC2)c1 | 5.1% | 1.3% | -7.2% | 3.6% | 0.1%
COc1ccc(/C=C2\Cc3ccccc3C2=O)cc1OC | 11.4% | 6.0% | -20.7% | -12.4% | 0.5%
Clc1ccc2[nH]c3c(NCCCN4CCOCC4)ncnc3c2c1 | 41.2% | 9.7% | 8.0% | 9.2% | 7.8%
O=C(O)Cn1c(P(=O)(O)c2ccccc2)nc2ccccc21 | -6.5% | -9.1% | 2.4% | 2.7% | 1.1%
Cc1cc(Cl)cc(C)c1OCCCCCn1ccnc1 | u | u | 20.1% | -8.4% | i
COC(=O)C1=C(N)Oc2cc(C)n(Cc3ccncc3)c(=O)c2C1c1cccnc1 (stereo not drawn) | -10.2% | 1.2% | 5.0% | -1.0% | 0.2%
O=C(NCCc1ccccc1)C(=O)Nc1ccc([N+](=O)[O-])cc1 | 12.8% | 12.0% | -0.5% | -9.2% | 0.4%
COCCNC(=O)CSCc1nc(-c2ccc(SC)cc2)oc1C | 12.0% | -4.5% | -12.5% | 4.6% | i
CCNc1c(C(=O)O)ccc2c1C(=O)c1ccccc1C2=O | 30.6% | 15.1% | 10.3% | -8.5% | i
C/C(N)=C(/C#N)C(=O)CSc1cc(Cl)ccc1Cl | -7.1% | 9.4% | -1.0% | 1.0% | 3.7%
COc1ccc(NC(=O)CO/N=C/C(=O)Nc2ccccc2C)c([N+](=O)[O-])c1 | 31.6% | 0.5% | -3.6% | x | 3.1%
COc1ccc(C(=O)O/N=C(\N)Cc2ccc(Cl)cc2)cc1OC | 44.8% | 4.6% | -15.2% | -26.1% | 13.6%
CC(C)(C)[C@H]1C=C(C(N)=O)O[C@@H](OCCCCO)C1 | -6.7% | -2.2% | -6.7% | -9.8% | i
N[C@@H]1C[C@H]1c1ccccc1 | 7.3% | 1.0% | -5.1% | 1.6% | 0.1%
COc1ccc(CCC(=O)N/N=C/c2ccc3c(c2)OCO3)cc1 | -12.2% | 55.0% | -17.7% | -4.3% | 6.6%
COc1ccc(CNC(=O)c2c(C)oc3c2C(=O)c2ccccc2C3=O)cc1 | 78.6% | u | 29.4% | 2.4% | 0.9%
CCCCn1c(N)c(N(CC)C(=O)c2ccccc2C(F)(F)F)c(=O)[nH]c1=O | -4.9% | 4.4% | -5.1% | 9.1% | 1.0%
CN(C(=O)CN(c1ccccc1)S(=O)(=O)c1ccc(F)cc1)C1CCS(=O)(=O)C1 (stereo not drawn) | -6.7% | 0.0% | -6.5% | -15.3% | 0.5%
CN1C(=O)/C(=C/c2cccc(Cl)c2)Sc2ccc(C(=O)N3CCOCC3)cc21 | 62.5% | u | 1.3% | 2.6% | 8.1%
COc1ccc(NS(=O)(=O)c2cc(NC(=O)COc3ccc(OC)cc3)ccc2N2CCOCC2)cc1 | 29.8% | -2.2% | -3.9% | x | 0.5%
CC(=O)c1nn(-c2ccc(Cl)cc2)cc1C(=O)c1ccc(C)cc1 | -13.5% | 18.3% | x | 9.4% | 0.3%

A run of entries of the results above:
SMILES | M. tuberculosis | H37Rv inhibition | influenza NS1A | PhoP GFP inhibition | inhibitors of VEEV | others
Cc1ccc(C(=O)COC(=O)c2ccc3c(c2)C(=O)N(c2cccc4ncccc24)C3=O)cc1C | 23.1% | 10.3% | -5.2% | -13.8% | 6.8%
CCOC(=O)CNc1ncc(C(F)(F)F)cc1Cl | -6.3% | -1.4% | 10.6% | 4.5% | 2.4%
CCOC(=O)C1CCN(C(=O)Cn2cnc3sc(C)c(S(=O)(=O)N4CCC(C)CC4)c3c2=O)CC1 | -1.2% | -1.6% | -9.0% | -3.4% | 0.8%
CC(=O)c1cccc(NC(=O)CN2CCN(Cc3ccccc3)CC2)c1 | 5.1% | 1.3% | -7.2% | 3.6% | 0.1%
COc1ccc(/C=C2\Cc3ccccc3C2=O)cc1OC | 11.4% | 6.0% | -20.7% | -12.4% | 0.5%

Following part
SMILES | M. tuberculosis | H37Rv inhibition | influenza NS1A | PhoP GFP inhibition | inhibitors of VEEV | others
Cc1ccc(C)c(N(C(=O)CS(=O)CC(=O)Nc2ccc3c(c2)OCO3)C(C)C(=O)NC2CCCC2)c1 (stereo not drawn) | 26.6% | 2.1% | -1.9% | 3.8% | 3.0%
O=P(O)(O)CCP(=O)(c1ccccc1)c1ccccc1 | 25.8% | -0.7% | -6.5% | 2.9% | 2.2%
Cc1cccn2c(=O)c3cc(C(=O)N4CC(C)CC(C)C4)sc3nc12 (stereo not drawn) | x | 5.0% | -9.5% | 0.7% | 1.4%
O=C1c2ccccc2C(O)(Cc2ccccc2)N1Cc1ccco1 (stereo not drawn) | -0.6% | -1.1% | 0.8% | -6.0% | i
COc1ccc(C(=O)Nc2cc(=O)[nH]c3ncnn23)cc1 | -0.8% | -7.2% | 0.7% | -1.1% | 2.8%
O=C(Nc1ccnn1C1CCN(Cc2ccccc2OC(F)F)CC1)c1cccc(F)c1 | 10.7% | -0.7% | 6.3% | 8.2% | 2.0%
COc1ccc(/C(C)=N/N=C(\C)c2ccc(OC)cc2OC)c(OC)c1 | -22.3% | -3.1% | -5.6% | -5.7% | 0.3%
CC(C)CCOc1ccc(C(=O)NNC(=O)CNC(=O)c2ccccc2F)cc1 | 6.4% | -5.5% | 3.0% | x | 2.0%
CC(OC(=O)c1cccnc1Cl)C(=O)Nc1ccc2c(c1)OCCO2 (stereo not drawn) | -16.5% | -4.4% | 5.8% | -4.3% | i
O=C(O)c1ccccc1C(=O)NCCc1ccc(Cl)cc1 | 14.4% | 1.1% | -3.8% | 5.2% | 1.9%
O=C(Nc1cccc(S(=O)(=O)N2CCCC2)c1)c1ccc(Cl)nc1 | 33.8% | -5.8% | -5.3% | x | 8.7%
COc1cc2ccccc2cc1C(=O)N1CCN(c2ccccc2O)CC1 | 21.9% | 10.3% | 4.5% | x | i
COc1ccc(S(=O)(=O)NCc2ccc(F)cc2)cc1OC | -4.3% | -1.0% | -8.3% | -4.7% | 1.3%
COc1ccc(CCC(=O)OCC(=O)c2cccc(OC)c2)cc1 | 25.2% | 8.7% | 0.6% | -11.5% | i
Cc1cc(C)c(NC(=O)CNC(=O)COC(=O)Cc2ccccc2C)c(C)c1 | 1.7% | -4.0% | -2.9% | x | 1.1%
Cc1cccc(NC(=O)CN2C(=O)c3ccccc3C2=O)c1C | -11.9% | 1.4% | -12.7% | -12.2% | i
Cc1ccc(C(=O)NCC(c2ccc(F)cc2)N2CCOCC2)cc1S(=O)(=O)N1CCOCC1 (stereo not drawn) | x | x | -2.4% | x | i
COc1ccc(C(=O)COC(=O)CN2C(=O)NC(C)(C)C2=O)cc1OC | 3.0% | -3.0% | 2.6% | -16.5% | 2.1%
COC(=O)CSc1nc(NC(C)C)nc(N2CCOCC2)n1 | 22.7% | 29.8% | 1.0% | 7.3% | 0.9%
COc1ccc(N/C=C/C(=O)C(C)(C)C)cc1 | 33.9% | u | 9.2% | -7.8% | 0.3%
CCNc1nc(SCC(=O)OC)nc(N(C)C)n1 | 5.6% | 2.5% | 2.8% | -5.5% | 0.0%
N#Cc1cnn2c(-c3cccc([N+](=O)[O-])c3)ccnc12 | 6.2% | -3.1% | -9.0% | x | 2.1%
CCOC(=O)C1CN(C)CCC1=O (stereo not drawn) | -13.2% | -6.9% | -18.6% | 5.5% | i
O=[N+]([O-])c1ccc(NC2CCCCC2)nc1 | x | x | -11.5% | x | 5.5%
Cc1cc(OC(C)C(=O)N[C@H](C(=O)O)c2ccccc2)c2c3c(c(=O)oc2c1)CCC3 (stereo partly drawn) | 5.8% | -11.0% | -14.4% | -2.1% | 0.2%
O=C(/C=C\c1cn(-c2ccccc2)nc1-c1ccc2c(c1)OCCO2)N1CCOCC1 | -1.2% | 22.0% | -9.5% | -3.6% | 6.0%
O=C(Cn1cnc2sc3c(c2c1=O)CCCC3)NCCCC(=O)N1CCC2(CC1)OCCO2 | -1.2% | -2.0% | -9.0% | -2.3% | 0.6%
Cc1ccc(NC(=O)CCC(=O)N/N=C/c2cccs2)cc1 | 12.1% | 23.7% | 0.0% | -1.5% | 0.7%
Cc1cccc(N=Nc2cnc(N)s2)c1 | 51.6% | -6.3% | 24.6% | 15.1% | 0.8%
COc1ccc(OC)c2sc(NC(=O)c3ccc(Cl)s3)nc12 | 0.4% | 4.7% | -5.6% | 1.4% | 1.3% | inhibitors of VEEV 10K pilot screen=0.5
COc1ccccc1NC(=S)N(CCCN1CCOCC1)Cc1cccs1 | 8.3% | 1.2% | 3.2% | 10.4% | 1.2%
CC(=O)c1ccc(NC(=O)c2ccc(NC(=O)CCS(=O)(=O)c3cccs3)cc2)cc1 | 24.0% | -16.6% | 16.2% | -6.3% | 1.5%
Cc1ccc(S(=O)(=O)CCC(=O)OCC(=O)Nc2cc(C)on2)cc1 | -3.9% | 6.2% | 0.8% | -7.7% | 0.3%
Cc1ccccc1C(=O)N1CCC(C(=O)NN2C(=O)NC3(CCC(C)CC3)C2=O)CC1 (stereo not drawn) | 6.4% | -0.1% | -15.0% | x | i
CCn1nccc1C(=O)Nc1cc(Cl)ccc1Cl | 12.1% | 0.3% | 4.1% | -10.6% | i
Cc1cc(NCCCN)nc(-c2ccccc2O)n1 | 18.5% | -4.4% | -5.2% | -6.5% | 5.4%
CCOC(=O)c1c(NC(=O)CSc2nnc(C)s2)sc2c1CCCCC2 | 14.5% | 6.8% | 3.9% | -3.5% | i
NS(=O)(=O)c1cccc(NC(=O)c2ccc(S(=O)(=O)N3CCCCCC3)cc2)c1 | 10.3% | -2.9% | -15.4% | x | 1.9%
COc1cccc(C(=O)Nc2c3c(nn2-c2ccccc2C)CS(=O)C3)c1OC (stereo not drawn) | x | -6.2% | 22.7% | -6.9% | 6.6%
CC(C)(C)OC(=O)N1Cc2ccccc2C[C@H]1C(=O)O | 5.4% | -1.0% | 5.5% | -8.2% | 0.8%
O=C1C2C3C=CC(CC3)C2C(=O)N1c1ccccc1F (stereo not drawn) | -6.9% | -0.9% | -5.4% | 3.6% | 1.0%
CC(=O)c1cccc(NC(=O)CN2C(=O)NC(C)(C)C2=O)c1 | -3.9% | 1.0% | -0.7% | x | 1.8%
Cc1ccc(OCCN2CCCC2)cc1 | 1.7% | -0.6% | -6.0% | -4.7% | i
Cc1cccc(CN2C(=O)c3ccccc3Sc3ccc(C(=O)NCCN4CCOCC4)cc32)c1 | 17.4% | -0.9% | -5.4% | -13.4% | 1.5%
COC(=O)c1cccc(N2C(=O)C3C4C=CC(CC4)C3C2=O)c1 (stereo not drawn) | -8.8% | -5.8% | -2.1% | 0.8% | 0.7%
COc1ccc(/C=C/C=C2\N=C(SC)SC2=O)cc1 | u | u | 18.0% | 0.5% | 2.5%
Cc1ccc(C)c(N2CCN(C(=O)c3ccc(CSc4nc5ccncc5[nH]4)cc3)CC2)c1 | 57.5% | 8.7% | 8.9% | 1.6% | 7.9%
C/C(Nc1ccc(C)cc1)=C(/C#N)C(N)=O | -12.9% | -6.6% | 2.0% | -3.9% | i
CCCCc1c(O)nc(SC2CC(=O)N(c3ccc(C(=O)OCC)cc3)C2=O)[nH]c1=O (stereo not drawn) | 0.2% | 5.4% | 1.8% | 0.7% | i
CC(=O)C1=C(O)C(=O)N(Cc2cccnc2)C1c1ccc(O)cc1 (stereo not drawn) | -2.3% | 2.1% | -10.3% | 7.2% | i
CN(N)C(=S)Nc1ccc(Cl)cc1 | 6.2% | -6.3% | 3.9% | -18.5% | 1.6%

Gathered by group, the entries above with a nitro group on carbon.
SMILES | M. tuberculosis | H37Rv inhibition | influenza NS1A | PhoP GFP inhibition | inhibitors of VEEV | others
O=C(NCCc1ccccc1)C(=O)Nc1ccc([N+](=O)[O-])cc1 | 12.8% | 12.0% | -0.5% | -9.2% | 0.4%
COc1ccc(NC(=O)CO/N=C/C(=O)Nc2ccccc2C)c([N+](=O)[O-])c1 | 31.6% | 0.5% | -3.6% | x | 3.1%
N#Cc1cnn2c(-c3cccc([N+](=O)[O-])c3)ccnc12 | 6.2% | -3.1% | -9.0% | x | 2.1%
O=[N+]([O-])c1ccc(NC2CCCCC2)nc1 | x | x | -11.5% | x | 5.5%

Screening results: PubChem BioAssay, Southern Research Specialized Biocontainment Screening Center
